# From PubChem
# HDAC3 inhib: HDAC3 deacetylase inhibitors, primary screen, biochemical, fluorescence, cell-free homogeneous; recombinant HDAC3, fluorogenic peptide/trypsin coupled; inhibition, % at 8.3 µM; hit rate 0.15% among 320,000; in the data active = inhibition above about 26%, passing the limit was not always enough; inconclusive = no clear call, values can overlap the other calls
# Target sequence (O15379 whole entry, looked up): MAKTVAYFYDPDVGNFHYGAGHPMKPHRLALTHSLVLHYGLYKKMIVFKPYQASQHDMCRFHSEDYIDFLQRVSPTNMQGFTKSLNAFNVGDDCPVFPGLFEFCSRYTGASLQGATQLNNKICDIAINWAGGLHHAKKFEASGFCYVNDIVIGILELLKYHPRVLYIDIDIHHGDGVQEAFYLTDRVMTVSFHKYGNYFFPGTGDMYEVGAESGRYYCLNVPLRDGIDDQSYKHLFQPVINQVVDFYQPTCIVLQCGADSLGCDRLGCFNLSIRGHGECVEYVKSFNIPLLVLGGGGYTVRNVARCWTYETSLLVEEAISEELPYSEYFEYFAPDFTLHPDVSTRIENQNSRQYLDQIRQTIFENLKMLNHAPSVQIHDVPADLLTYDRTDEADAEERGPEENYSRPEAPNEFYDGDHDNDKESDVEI
# TRPC4 potent: positive allosteric modulators of TRPC4, primary screen, cell-based, mouse TRPC4beta, HEK293 mu-opioid, Fluo-4 calcium; Short transient receptor potential channel 4 (Mus musculus), Q9QUQ5; DAMGO EC20, Fluo-4 Ca2+ flux; stronger effect = higher value; B-score at 10 µM; hit rate 0.42% among 310,000;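 active = B-score of calcium response area above 5 SD of library B-scores, with initial fluorescence ratio within 5 SD of library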;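 note: B-score of integrated fluorescence ratio over time as area under calcium response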
# ANO1 activ: TMEM16A chloride channel activators or potentiators, primary screen, cell-based, HTS; Anoctamin-1 (Mus musculus), Q8BHY3; HEK293 TMEM16A/YFP-H148Q/I152L, iodide quench fluorescence; stronger effect = lower value; B-score at 10 µM; hit rate 0.3% among 340,000;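 active = fluorescence-ratio B-score plate-corrected deviation score at least 3 library SD below zero, with starting fluorescence score within 5 deviations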;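 note: channel opened by trigger with iodide after compound preincubation; score built on the fluorescence ratio of max minus min over baseline; more negative score means more quench and so TMEM16A activation or potentiation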
# DYRK1A inh: rat Dyrk1A kinase inhibitors, primary screen, biochemical, single point, plate reader; hit rate 0.43% among 310,000; Dual specificity tyrosine-phosphorylation-regulated kinase 1A (Rattus norvegicus), Q63470; AID 504441, 2011; inhibition, % at 12.5 µM; ADP-Glo luminescence, NFATc1 peptide; in the data active = inhibition above about 50%;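 note: plate controls were vehicle with enzyme for no effect and no enzyme for full effect; many of its hits are not listed in these tables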
# ANO1 block: TMEM16A chloride channel inhibitors, primary screen, cell-based, HTS; hit rate 1.2% among 310,000; HEK293 TMEM16A/YFP iodide influx fluorescence, ionomycin; normalized B-score (activity score, 25-100; higher = stronger inhibition) at 10 µM; Anoctamin-1 (Mus musculus), Q8BHY3;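 active = ratio plate-corrected score three or more library SD toward inhibition, starting fluorescence score within five deviations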;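 note: score derived from kinetic fluorescence span divided by baseline fluorescence per well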
# KCNQ1 block: inhibitors of human KCNQ1 channel, primary screen, cell-based, thallium flux, high-throughput; Potassium voltage-gated channel subfamily KQT member 1 (Homo sapiens), P51787; B-score at 10 µM; CHO-K1 KCNQ1, FluxOR thallium flux fluorescence; stronger effect = higher value; AID 2642, 2010; hit rate 1.3% among 310,000;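 active = compounds whose thallium flux B-score, printed positive for inhibition, exceeds three library SD while starting fluorescence stays within three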;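 note: channel opened by potassium depolarization with thallium stimulus after 20 min compound exposure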
# KCNK3 block: human KCNK3 channel inhibitors, primary screen, CHO cells, FluxOR thallium flux, B-score; B-score at 10 µM; FluxOR fluorescence; stronger effect = lower value; hit rate 0.84% among 340,000; Potassium channel subfamily K member 3 (Homo sapiens), O14649; AID 602410, 2012;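 active = B-score under library mean minus 4 SD, starting fluorescence ratio at most library mean plus 5 SD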;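 note: more negative B-score means stronger inhibition of thallium flux through KCNK3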
# TRPC4 agonist: activators of mouse TRPC4 channel, primary screen, Fluo4 calcium, HEK293 TRPC4beta/mu-opioid cells; AID 2237, 2010; B-score at 10 µM; Fluo4 calcium fluorescence; stronger effect = higher value; hit rate 0.49% among 310,000;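 active = B-score above 5 SD of library B-scores, and initial fluorescence ratio not above library mean plus 5 SD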;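 note: positive B-score marks a calcium rise read as TRPC4 activation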
#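 System – HEK293 cells stably co-expressing mouse TRPC4beta and mu-opioid receptor · Signal – Fluo4 calcium-sensitive dye fluorescence, kinetic, 1 Hz baseline · Benchmarks – buffer (low) and maximal DAMGO (high) · Read-out – B score of integrated fluorescence ratio per well · Incubation – dye loading 45 min room temperature, 110 s kinetic read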
# hERG protect: hERG rescue from dofetilide block, primary screen, cell-based, CHO-hERG, FluxOR thallium flux, dofetilide IC70 | Voltage-gated inwardly rectifying potassium channel KCNH2 (Homo sapiens), Q12809 | dofetilide IC70 present | activation (rescue from dofetilide block), less the hit threshold, % at 10 µM | hit rate 0.51% among 310,000;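 active = activation above the mean of controls blocked by dofetilide plus 5 SD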;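 note: thallium influx through hERG after potassium depolarization seen as dye fluorescence rise; in these data hits start at about 4.7%; inactives centre near -7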
# KCNK9 inh: KCNK9 potassium channel inhibitors, primary screen, HEK293 cells, thallium flux. Potassium channel subfamily K member 9 (Homo sapiens), Q9NPC2. FluxOR thallium flux fluorescence; stronger effect = lower value. B-score at 10 µM. hit rate 1.2% among 310,000;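 active = ratio B-score over 3 SD below the library mean, with starting fluorescence within 5 SD of its mean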;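 note: negative B-score means less thallium flux so channel inhibition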
# Target sequence (Q9NPC2 whole entry, looked up): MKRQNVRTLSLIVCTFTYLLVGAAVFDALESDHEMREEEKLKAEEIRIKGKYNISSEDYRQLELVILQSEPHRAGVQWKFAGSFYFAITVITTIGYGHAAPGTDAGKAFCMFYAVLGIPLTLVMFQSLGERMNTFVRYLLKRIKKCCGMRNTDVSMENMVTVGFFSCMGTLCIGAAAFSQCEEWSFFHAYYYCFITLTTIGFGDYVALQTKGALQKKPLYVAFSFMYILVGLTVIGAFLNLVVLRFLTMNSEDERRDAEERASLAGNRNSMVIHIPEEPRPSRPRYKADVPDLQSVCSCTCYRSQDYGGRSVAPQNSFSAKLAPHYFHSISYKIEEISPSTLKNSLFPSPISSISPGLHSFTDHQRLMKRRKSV
# KCNQ1 act: potentiators or activators of KCNQ1 channel, primary screen, cell-based, thallium flux, high-throughput; Potassium voltage-gated channel subfamily KQT member 1 (Homo sapiens), P51787; CHO-K1 KCNQ1, thallium flux FluxOR fluorescence; stronger effect = higher value; B-score at 10 µM; hit rate 0.35% among 310,000; AID 2648, 2010;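 active = fluorescence ratio B-score, a plate-corrected score, at least three library SD, with initial intensity B-score within 5 SD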
#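 Medium – assay buffer, equal DMSO in all wells · Material – CHO-K1 cell line with stable KCNQ1 potassium channel expression · Signal – kinetic FluxOR thallium fluorescence, 10-s 1-Hz baseline, 110-s post-stimulus read · Compound – single concentration per compound, DMSO matched to controls · Schedule – 37 °C overnight plating, 90-min dark dye load, 20-min compound pretreatment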
# * = called active by the depositor; i = inactive; ? = inconclusive; nt = no result given.
SMILES,HDAC3 inhib,TRPC4 potent,ANO1 activ,DYRK1A inh,ANO1 block,KCNQ1 block,KCNK3 block,TRPC4 agonist,hERG protect,KCNK9 inh,KCNQ1 act
O=C(c1ccc(Cn2cnnn2)cc1)N1CCCC(Nc2ccc(F)cc2)C1 (centres undefined),-0.4,i,i,8.7,i,i,i,i,-7.5,i,i
CCOC(=O)c1cn(C2CC2)c2c(F)c(NCCCN(C)C)c(F)cc2c1=O,-30.4,i,i,-0.9,i,i,i,i,-9.9,i,i
Cc1ccc(S(=O)(=O)N(CC(=O)NCCSC2CCCCC2)c2ccccc2F)cc1,0.9,i,i,-6.8,i,i,i,i,-16.5,i,i
Cc1ccc(S(=O)(=O)N2CCN(CC(=O)Nc3ccc([N+](=O)[O-])cc3)CC2)cc1C,7.6,i,i,-7.2,i,i,i,i,-7.4,i,i
O=C(CSc1n[nH]c(=O)[nH]c1=O)c1cccc([N+](=O)[O-])c1,0.5,i,i,2.8,i,i,i,i,-7.9,i,i
O=C(Nc1ccccc1-c1ccccc1)c1cccc(C(F)(F)F)c1,-4.9,i,i,2.0,i,i,i,i,-4.2,i,i
CN1CCN(CC(O)COC(c2ccc(Cl)cc2)c2ccc(Cl)cc2)CC1 (centres undefined),-2.9,i,i,-2.0,i,i,i,i,-14.8,i,i
C=C(C)CNC(=S)N/N=C(\C)c1ccc(-n2ccnc2)cc1,7.6,i,i,1.4,i,i,i,i,-8.0,i,i
CCS(=O)(=O)n1nc(-c2ccccc2)nc1SC,0.3,i,i,5.1,i,i,i,i,-4.3,i,i
CC(C)COc1ncnc2c1sc1nc3c(cc12)COC(C)(C)C3,0.1,i,nt,nt,i,i,nt,i,-2.1,i,i
O=C(COc1ccc(Cl)cc1)Nc1ccc(NC(=O)c2ccco2)cc1,-1.8,i,i,-6.7,i,i,i,i,-1.8,i,i
COc1ccccc1NC(=O)CCn1c(=S)oc2ccccc21,11.2,i,i,3.7,i,i,i,i,1.1,i,i
CCC1(C)Cc2ccccc2-c2[nH]c(=S)[nH]c(=O)c21 (centres undefined),-4.3,i,i,-2.6,i,i,i,i,-8.2,i,i
O=C(O)c1ccccc1C(=O)c1ccc(N2CCCC2)c([N+](=O)[O-])c1,2.4,i,i,2.4,i,i,i,i,-1.9,i,i
C/C(Cl)=C\COc1cc(C)nc2c(Br)cccc12,?,i,i,6.0,i,i,i,i,-15.6,-7.49*,i
Cc1cc(C)n2nc(C(=O)N(C)c3c(N)n(Cc4ccccc4)c(=O)[nH]c3=O)nc2n1,-7.1,i,i,13.5,i,i,i,i,-13.6,i,i
O=C(CSc1nc2c(cnn2-c2ccc(F)cc2)c(=O)[nH]1)Nc1nccs1,0.2,i,i,-2.1,i,i,i,i,-6.3,i,i
Cc1ccccc1OCC(=O)N1CCC2(CC1)CC(=O)c1ccccc1O2,-3.5,i,i,1.6,i,i,i,i,-9.6,i,i
O=C(/C=C/c1ccc(F)cc1)Nc1cc(S(=O)(=O)N2CCOCC2)ccc1N1CCCC1,1.5,i,i,-0.5,i,i,i,i,-5.2,i,i
CCOC(=O)c1cc2sc(C)cc2n1CC(=O)Nc1ccc2c(c1)OCCO2,6.3,i,i,-8.2,i,i,i,i,-1.3,i,i
COc1ccc(C2C(C(C)=O)=C(O)C(=O)N2C)c(OC)c1 (centres undefined),4.4,i,i,5.9,i,i,i,i,-1.5,i,i
CCC1NC(C(=O)O)Cc2c1[nH]c1ccccc21 (centres undefined),-43.3,i,i,50.2*,i,i,i,i,-5.7,i,i
Cc1cc(C(=O)CSc2nc3ccccc3n2C)c(C)n1C,12.5,i,i,-5.3,i,i,i,i,-7.8,i,i
COCCn1c(C)cc(C(=O)CSc2nc3ccccc3c(=O)n2Cc2ccco2)c1C,5.6,i,i,-1.4,i,i,i,i,-7.3,i,i
Cn1c(Cc2ccccc2)nnc1SCC(=O)NC1CCCC1,-6.0,i,i,-2.3,100*,i,i,i,-5.9,i,i
CN(c1ccccc1)S(=O)(=O)c1cccc(C(=O)OCC(=O)Nc2ccc3[nH]c(=O)[nH]c3c2)c1,-7.7,i,i,6.2,i,i,i,i,-11.9,i,i
Cc1ccn(C(=O)c2cc3cc(Cl)ccc3oc2=O)n1,2.9,i,i,9.7,i,i,i,i,-7.4,i,i
CNC(=O)COC(=O)/C=C/c1c(C)nn(-c2ccccc2)c1C,1.4,i,i,-4.7,i,i,i,i,-13.2,i,i
CN1CCN(C(=O)c2ccc(COc3ccc(C(C)(C)C)cc3)o2)CC1,4.4,i,i,1.4,i,i,i,i,-6.8,i,i
COC(=O)c1ccc(N2NC(=O)/C(=C/c3ccc(OC)c(OC)c3)C2=O)cc1,0.2,i,i,15.8,i,i,i,i,-12.0,i,i

# Some of the entries above, set out differently:
SMILES	HDAC3 inhib	TRPC4 potent	ANO1 activ	DYRK1A inh	ANO1 block	KCNQ1 block	KCNK3 block	TRPC4 agonist	hERG protect	KCNK9 inh	KCNQ1 act
Cc1ccn(C(=O)c2cc3cc(Cl)ccc3oc2=O)n1	2.9	i	i	9.7	i	i	i	i	-7.4	i	i
CNC(=O)COC(=O)/C=C/c1c(C)nn(-c2ccccc2)c1C	1.4	i	i	-4.7	i	i	i	i	-13.2	i	i

# (next part)
SMILES,HDAC3 inhib,TRPC4 potent,ANO1 activ,DYRK1A inh,ANO1 block,KCNQ1 block,KCNK3 block,TRPC4 agonist,hERG protect,KCNK9 inh,KCNQ1 act
CCC(=O)Oc1ccc(-c2cnc3ccccc3n2)cc1,3.7,i,i,7.0,i,i,i,i,-2.6,i,i
CCOc1ccc(OCCOc2cccc(C(F)(F)F)c2)cc1,6.3,i,i,8.6,i,i,i,i,-13.1,i,i
COc1nsnc1NS(=O)(=O)c1ccc(NC(=S)NC(=O)c2ccncc2)cc1,-6.8,i,i,3.2,i,i,i,i,-8.0,i,i
O=C(NC1C=CS(=O)(=O)C1)c1sc2ccccc2c1Cl (centres undefined),-0.5,i,i,nt,i,i,i,i,-8.7,i,i
O=c1[nH][nH]cc1C=Nc1ccccc1Cl,4.7,i,i,-7.6,i,i,i,i,-9.5,i,i
COC(=O)N/N=C/c1ccc([N+](=O)[O-])o1,-9.4,i,i,-3.0,i,i,i,i,-7.1,i,i
CCOC(=O)c1sc2nc3c(cc2c1N)COC(C)(CC)C3 (centres undefined),-7.2,i,i,-7.8,i,i,i,i,-7.6,i,i
COc1cc(NC(=O)COc2ccccc2[N+](=O)[O-])ccc1NC(=O)c1ccco1,-5.3,i,i,-5.3,i,i,i,i,-16.7,i,i
Cc1ccc(NC(=O)Cn2c3ccc(F)cc3c3nc4n(c(=O)c32)CCS4)cc1F,-7.8,i,i,nt,i,i,i,i,-11.5,i,i
CC(C)CN(C(=O)CC(C)c1ccccc1)c1c(N)n(Cc2ccccc2)c(=O)[nH]c1=O (centres undefined),-3.9,i,i,-4.7,i,i,i,i,-7.7,i,i
Cc1ccc2c(c1)N(CC(=O)NCC1CCCO1)C(=O)C(C(C)C)O2 (centres undefined),6.3,i,i,-1.8,i,i,i,i,-6.2,i,i
COc1ccc(/C=N/NC(=O)c2cccc(NC(=O)c3ccccc3)c2)c(C(=O)O)c1OC,0.4,i,i,-1.3,i,i,i,i,0.9,i,i
S=c1[nH]c(-c2ccccc2)cn1/N=C/c1ccncc1,1.7,i,i,43.5,i,i,i,i,-12.4,i,i
CCCn1c(=O)c(C(=O)NCc2ccc(OC)c(OC)c2)c(O)c2ccccc21,3.0,i,i,-4.9,i,i,i,i,-9.7,i,i
Cc1cnc(N2C(=O)c3ccc([N+](=O)[O-])cc3C2=O)s1,?,i,i,0.2,i,i,i,i,-12.2,i,i
O=C(Cc1ccc(NS(=O)(=O)c2ccc(F)cc2)cc1)NCc1cccnc1,6.2,i,i,-0.5,i,i,i,i,-3.5,i,i
O=C(NCc1ccccc1)c1cccc(COc2ccccc2Cl)c1,3.9,i,i,-6.1,i,6*,-11.6*,i,-3.4,i,i
O=C(Nc1ccc(Cl)c(S(=O)(=O)N2CCOCC2)c1)c1ccc(OCC2CCCO2)cc1 (centres undefined),2.3,i,i,-2.2,100*,i,i,i,-17.4,i,i
CCn1c(NC(=O)C(C)C)c2ccccc2nc1=O,-0.4,i,i,-1.1,i,i,i,i,-10.3,i,i
Cc1cccc(C)c1NC(=O)c1ccc2c(c1)CCN2S(C)(=O)=O,0.8,i,i,nt,i,i,i,i,0.5,i,i
COc1ccccc1/C=N\Nc1cc(C)nc(-n2nc(C)cc2C)n1,14.7,i,i,3.4,i,i,i,i,-1.9,i,i
CCN(CC)c1ccc(NC(=O)COC(=O)c2cccs2)cc1,-2.8,i,i,0.3,i,i,i,i,-11.7,i,i
O=C1N(c2ccccc2)C[C@@H]2C[C@@H](c3cccs3)N3CCC[C@@]123,-6.5,i,i,15.7,i,i,i,i,-3.3,i,i
CCOC(=O)c1cnc(SC2CCc3ccccc3C2=O)nc1N (centres undefined),0.4,i,i,4.3,i,i,i,i,-12.0,i,i
Cc1cc(OCCOCCNC(C)C)cc(C)c1Cl,-2.4,i,i,16.4,i,i,i,i,-6.0,i,i
O=S(=O)(NCc1ccccc1)c1ccc(F)cc1Br,0.9,i,i,1.3,i,i,i,i,-4.2,i,i
COc1ccc(C(C)C)cc1S(=O)(=O)N1CCC(C(=O)NCc2cccnc2)CC1,6.1,i,i,-8.9,i,i,i,i,-6.5,i,i
O=C(NCc1ccccc1Cl)c1ccc(Cn2cc(C(F)(F)F)ccc2=O)cc1,-2.5,i,i,-2.1,i,i,i,i,-16.1,i,i
O=C(COC(=O)c1ccc(S(=O)(=O)Nc2ccccc2)cc1)NCc1ccco1,-6.2,i,i,-5.4,i,i,i,i,-15.5,i,i

# Only part of the results is shown (hit frequency here may not be typical).
